# Bioassay records: PubChem BioAssay, several laboratories
# Lipid droplet: hepatic lipid droplet formation modulation. AML12 mouse hepatocytes, oleate lipid droplets, BODIPY imaging. inhibition, % at 6.5 µM. 240,000 compounds, 0.4% hits. AID 1656;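 active means lipid droplet intensity inhibited by at least 50%, with more than 500 cells counted; inconclusive means wells with under 300 cells, treated as cytotoxic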
#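 Material – AML12 mouse liver cells · Also added – oleate loading, 100 µM · Compound dosing – 6.5 µM single-point dosing · Times – overnight treatment with compound plus oleate · Measured by – fluorescence imaging, 20x objective, two fields per well · Read-out – percent inhibition of filter-corrected integrated lipid droplet intensity per well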
# P. falciparum M17LAP: P. falciparum M17LAP inhibitors, primary screen, biochemical, fluorogenic H-Leu-NHMec substrate, 1536-well (AID 1619); inhibition, % at 30 µM, or IC50 in µM where a hit was titrated; 220,000 compounds, 0.38% hits; recombinant M17LAP, H-Leu-NHMec fluorogenic kinetic assay; higher % means a stronger effect;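 active means compound inhibiting the enzyme by more than half at any dose during confirmatory dose-response retesting; inconclusive means strong single-dose inhibitors picked by rank but not retested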;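 further: plate controls were full reaction with DMSO carrier for no effect and no enzyme background for full effect; strong numbers were not always called active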
# LYP phosphatase: PTPN22 lymphoid phosphatase activity blockers – biochemical, fluorescence intensity, uHTS (AID 1779) | recombinant LYP phosphatase, fluorescence intensity; higher % means a stronger effect | one-dose inhibition, % at 11.5 µM; IC50 in µM for titrated hits | 290,000 compounds, 0.054% hits;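 further: plate controls were vehicle with enzyme for no effect and no enzyme for full effect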
# M1AAP inhibition: malaria alanyl aminopeptidase activity blockers – biochemical, fluorogenic H-Leu-NHMec substrate, 1536-well (AID 1445) | inhibition, % at 30 µM; hits with a dose series show IC50 in µM | 220,000 compounds, 0.42% hits | recombinant M1AAP, H-Leu-NHMec fluorogenic kinetic assay; higher % means a stronger effect;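 active means primary inhibition above the hit cutoff, then over 50% inhibition at one or more dose response concentrations, cut at about 23% in these data, passing the limit was not always enough; inconclusive means conflicting primary data, or primary hits not chosen for dose response; inactive means low primary inhibition, or under 50% at every dose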;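 further: plate controls were DMSO full reaction for no effect and no enzyme background for full effect; strong numbers were not always called active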
# HEK293 NOD2/NF-kB: NOD2 signaling inhibitors, cell-based, luminescence, uHTS, HEK293 (AID 1566) | 290,000 compounds, 0.63% hits | HEK293 NOD2/NF-kB luciferase reporter, luminescence; higher % means a stronger effect | one-dose inhibition, % at 4 µM; EC50 in µM for titrated hits; further: many of its hits are not listed in these tables
# CSM14.1 death rescue: protection against thapsigargin-triggered cell killing – 384-well, CSM14.1, ATP luminescence, primary screen (AID 1222). CSM14.1 thapsigargin-induced death rescue, ATP luminescence; higher % means a stronger effect. cellular ATP content (survival), % at 20 µM; hits with a dose series show EC50 in µM. 190,000 tested, under 10 active;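 active means EC50 below 50 µM in the dose-response confirmation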;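 further: death triggered by thapsigargin at about 15 µM added after 2 h compound pretreatment; cell ATP read after overnight thapsigargin exposure of roughly 18 to 22 hours; normalized against plate controls of thapsigargin alone and 5% DMSO vehicle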
# AID2073: disruptors of CaV2.2 binding to Mint1 – biochemical, HTRF (AID 2073); HTRF protein-protein interaction, Mint1-CaV2.2; higher % means a stronger effect; one-dose inhibition, % at 20 µM; IC50 in µM for titrated hits; 290,000 compounds, 0.19% hits; in the data active means inhibition mostly above about 51%, no sharp cut-off; inconclusive means no clear call, values can overlap the other calls; inactive means mostly below about 53%; further: some results filed as inactive read as strong as hits
# XIAP antagonists: XIAP antagonists, biochemical, IAP family, fluorescence polarization (AID 1018); displacement, % at 20 µM, or IC50 in µM where a hit was titrated; XIAP BIR domain, fluorescence polarization peptide displacement; higher % means a stronger effect; 200,000 compounds, 0.007% hits; in the data active means displacement above about 50%; further: a part of the inactive calls stands beside numbers as strong as those of hits
# Siah-1 displacement: blockers of Siah-1 interaction with plectin peptide – biochemical, fluorescence polarization, rhodamine-plectin, uHTS, primary screen (AID 1817); 290,000 compounds, 0.02% hits; displacement, % at 20 µM; hits with a dose series show IC50 in µM; Siah-1 / rhodamine-plectin peptide fluorescence polarization; higher % means a stronger effect;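 active means displacement of at least 50% at 20 µM, with a fluorescence ratio check between 0.3 and a set limit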;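 further: plate controls were Siah plus tracer with DMSO for no effect and tracer alone without Siah for full effect; strong numbers were not always called active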
# Lipid droplet cells 6.5 µM: second read-out of Lipid droplet, no call of its own (marks repeat the call); cell count; measured here: cell count, cytotoxicity flag;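 cells counted across two imaged fields per well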
# * marks the source's active call; other numbers are inactive results; ? = inconclusive; · = not tested or not shown. Unless noted, no stated cut-off is given here; in the data, active means inhibition above about 50%; inactive means the rest. Not all compounds are listed; count on the stated rates, not on these rows.
SMILES,Lipid droplet,Lipid droplet cells 6.5 µM,P. falciparum M17LAP,LYP phosphatase,M1AAP inhibition,HEK293 NOD2/NF-kB,CSM14.1 death rescue,AID2073,XIAP antagonists,Siah-1 displacement
COc1ccc(/C=C2\SC(=O)N(CC(=O)Nc3ccccc3O)C2=O)cc1OC,1.3,797,·,-0.5%,·,10.2%,·,-3.5%,·,4.3%
COc1cc(C(=S)N(C)C)ccc1O,-0.8,648,2.5%,0.9%,4.2%,17.1%,-2.1%,-20.4%,-4.3%,-2.6%
O=C(CC1CCCCC1)N1CCCC(c2nc(-c3ccc(S(=O)(=O)N4CCCC4)cc3)no2)C1 (stereo unspecified),15.5,784,-4.6%,9.5%,3.6%,3.3%,-0.4%,5.8%,-5.0%,3.4%
CCOc1cccc(/C=N/NC(=O)c2ccc3c(c2)OCCO3)c1O,9.0,773,·,-9.5%,·,11.9%,·,12.2%,·,-3.9%
COc1ccc(/C=C/C(=O)NC(C)CCc2ccccc2)cc1 (stereo unspecified),-1.9,678,9.2%,-2.1%,-2.4%,-12.0%,-1.2%,-3.2%,-5.5%,1.5%
Cc1cccc(C(=O)NNC(=O)c2c(-c3ccccc3Cl)noc2C)c1O,-0.2,846,·,-2.7%,·,24.2%,·,6.7%,·,-4.7%
CCCCOc1c(Br)cc(/C=N/O)cc1OCC,-19.8,784,4.5%,3.4%,6.2%,17.8%,4.4%,10.5%,-0.6%,5.5%
Cc1ccc(C(=O)C2=C(O)C(=O)N(CC3CCCO3)C2c2ccccc2F)o1 (stereo unspecified),10.2,876,·,0.1%,·,9.7%,·,7.5%,·,1.5%
CCCN1CC(=O)N2Cc3[nH]c4ccccc4c3C[C@H]2C1=O,2.7,817,·,-6.5%,·,1.5%,·,20.1%,·,-4.0%
Cc1ccc(S(=O)(=O)N2CCOCC2)cc1NC(=O)CSc1n[nH]c(N)n1,-4.9,687,2.7%,-4.4%,-1.2%,-1.3%,-0.7%,-10.9%,-3.9%,0.4%
COc1cc(/C=C2\SC(=S)N(CC(=O)Nc3ccc(O)cc3)C2=O)cc(OC)c1OC,-5.1,684,5.9%,-2.1%,11.9%,-13.8%,1.4%,25.1%,-4.4%,-1.0%
CC(C)C(NC(=O)c1ccc(Cl)cc1)C(=O)NC1=NCCS1 (stereo unspecified),·,·,6.2%,-12.8%,-0.3%,0.5%,-1.2%,?,-0.2%,-2.8%
CN1CCN(C(=O)c2cc3nc(-c4ccc(F)cc4)cc(C(F)(F)F)n3n2)CC1,·,·,0.8%,-5.9%,2.8%,-0.6%,-1.5%,11.9%,1.2%,-3.9%
CCC(=O)Nc1ccc(C(=O)Cn2nc(C(=O)O)c3ccccc3c2=O)cc1,7.2,771,-15.3%,-0.9%,6.2%,13.6%,-0.9%,26.2%,-4.4%,1.8%
O=S(=O)(NCCc1ccccc1)c1ccc(Br)s1,6.7,795,·,-11.4%,·,9.6%,·,5.6%,·,1.9%
Cc1onc(C(=O)NCc2ccccn2)c1[N+](=O)[O-],-4.2,582,2.4%,-3.0%,-1.8%,15.6%,1.0%,0.4%,-4.1%,-2.2%
O=C1OCCC1Sc1nnnn1-c1ccccc1 (stereo unspecified),·,·,1.2%,-10.1%,3.7%,-5.6%,-0.3%,7.3%,-1.2%,-1.2%
COC(=O)[C@@H](NC(=O)O[C@@H]1C(=O)c2cc(Br)ccc2O[C@H]1c1cccc(OC)c1)C(C)C,-17.8,678,-10.4%,10.0%,-2.8%,-19.6%,-3.5%,12.2%,-20.4%,2.4%
CN(C)/C=C(\C#N)C(=O)c1cccc(Oc2ccc(Br)cc2)c1,·,·,-157.9%,-3.8%,-5.0%,-7.9%,-0.7%,-1.6%,-2.7%,0.4%
CCCN1CCC(=O)N([C@H](CO)CC(C)C)CC1,·,·,·,1.9%,·,-3.9%,·,9.5%,·,6.2%
CCOC(=O)c1ccc[n+](CC(=O)c2ccccc2)c1,11.8,650,0.9%,-2.0%,8.3%,4.4%,-0.6%,-6.3%,-3.6%,2.6%
CC(C)c1ccc(NC(=S)N(C)CCc2ccccn2)cc1,17.7,691,4.6%,-2.6%,5.4%,1.1%,-1.5%,-2.5%,-1.7%,-2.3%
COc1ccccc1NC(=S)Nc1cccc2cnccc12,-7.7,567,2.1%,3.4%,2.9%,3.2%,-0.6%,-12.8%,0.2%,-3.5%
COCc1cc(=O)n2[nH]c(-c3cccc(Br)c3)cc2n1,7.7,801,6.7%,-1.9%,6.6%,-16.2%,-1.4%,5.2%,-12.5%,0.6%
CC[C@@H](C)[C@H](NC(=O)OC(C)(C)C)c1nnc(S(=O)(=O)Cc2cc(C)ccc2C)o1,·,·,1.4%,-2.7%,1.2%,·,1.0%,11.4%,-1.0%,5.2%
COc1ccc(NC(=O)CSc2nnc(-c3cccc(O)c3)o2)cc1,31.9,707,·,-6.4%,·,-7.8%,·,-11.0%,·,1.1%
c1ccc(SCCCCN2CCOCC2)cc1,-2.4,897,·,-10.5%,·,2.1%,·,-3.5%,·,-3.0%
CCOC(=O)c1c(C)c(C(=O)N2CCN(c3ccccc3)CC2)c(C)n1C,-22.6,749,16.0%,-5.8%,-4.6%,8.2%,-0.4%,-18.2%,2.3%,-2.9%
CC(=O)Nc1ccc(N2CC(C)(C)C2=O)cc1,19.4,675,-5.0%,-6.2%,5.0%,-2.9%,1.5%,-4.5%,14.0%,6.8%
Cc1ccc(N/C=C2\CCCCC2=O)c(C)c1,7.7,737,9.0%,-1.1%,7.7%,-10.9%,3.1%,-2.2%,-2.3%,3.6%
COCc1nnc(NC(=O)C2CC(=O)N(C3CCCC3)C2)s1 (stereo unspecified),-7.1,780,·,-9.6%,·,12.6%,·,-13.9%,·,2.5%
COc1cc(C(C(=O)NC2CCCCC2)N(C(=O)Cc2c[nH]c3ccccc23)c2ccc(C)cc2)cc(OC)c1OC (stereo unspecified),-2.9,617,2.6%,-3.2%,8.8%,12.3%,-2.3%,0.3%,-2.1%,2.0%
Cc1c(CNCCc2ccc(Cl)cc2)c(C(=O)O)c(C)n1-c1ccccc1,-0.1,766,·,-9.9%,·,3.3%,·,6.6%,·,3.9%
CC(C)CCNC(=O)c1cc(-c2ccncc2)nc2ccc(S(=O)(=O)N3CCOCC3)cc12,-75.2,787,9.1%,-9.8%,1.3%,·,-1.9%,0.1%,-11.7%,-2.6%
COc1ccc(Nc2nnc(SCC(=O)N3CC(=O)Nc4ccccc43)s2)cc1,-15.8,597,7.1%,2.5%,2.5%,-8.5%,-2.1%,-12.9%,-2.2%,2.1%
Cc1ccc(CNC(=O)N[C@@H](Cc2ccccc2)C(=O)O)cc1,-1.4,720,54.0%,-4.9%,1.9%,3.3%,-2.1%,0.7%,0.3%,-2.3%
Cn1c(=O)oc2cc(S(=O)(=O)N3CCCCC3)ccc21,16.1,778,·,-10.9%,·,2.2%,·,10.8%,·,2.0%
CSc1ccccc1OCc1cc(C(=O)N2CCN(c3ncccn3)CC2)no1,-2.4,683,·,-3.8%,·,12.0%,·,15.2%,·,4.3%
COc1ccccc1NC(=O)Nc1ccc2c(c1)CCC2,-2.5,662,·,-5.6%,·,-46.9%,·,7.0%,·,2.8%
O=C(O)COc1ccc(/C=C2\SC(=Nc3ccccc3)N(c3ccccc3)C2=O)cc1,-4.8,707,36.4%,9.8%,7.2%,10.6%,0.2%,17.7%,-4.3%,2.6%
COc1cc(/C=C(\C#N)C(=O)N2CCCCC2)ccc1O,1.1,799,·,1.3%,·,12.5%,·,2.6%,·,2.1%
CN1CCN(C(=O)c2ccc3c(=O)n(-c4ccc(F)cc4)c(=S)[nH]c3c2)CC1,2.0,726,-4.2%,-29.9%,-1.5%,5.0%,0.1%,-23.0%,-5.1%,2.8%
CCN1/C(=C2\OC(=S)N(C)C2=O)Sc2ccccc21,·,·,11.6%,-7.3%,6.5%,-39.4%,-1.6%,-12.7%,-6.2%,-2.0%
CS(=O)(=O)N1CCN(c2ccccc2NC(=S)NC(=O)c2ccco2)CC1,-6.5,706,·,-7.1%,·,18.1%,·,7.2%,·,-0.3%
CN(C(=O)Nc1ccccc1)C1CCS(=O)(=O)C1 (stereo unspecified),10.0,755,22.2%,-3.8%,0.2%,5.9%,0.2%,2.3%,-2.3%,6.2%
Cc1ccc(NC(=S)N(CCCN2CCOCC2)Cc2cccnc2)cc1C,11.0,670,-0.5%,-2.7%,2.1%,23.0%,-0.1%,-20.3%,-5.2%,3.5%
O=C1c2cccc3cccc(c23)C(=O)N1OS(=O)(=O)c1ccccc1,-0.6,714,-3.8%,-4.5%,-0.2%,6.2%,-2.3%,24.5%,-4.9%,5.3%
COc1ccccc1N1CCN(S(=O)(=O)c2ccc(-n3cnnn3)cc2)CC1,-13.3,724,·,-7.0%,·,-53.5%,·,21.4%,·,-2.3%
O=C(CNC(=O)COc1ccccc1)NCc1ccccc1F,-2.8,712,-2.6%,-6.5%,1.8%,12.9%,-2.6%,-3.5%,-10.3%,-4.9%
Cc1ccc(C(=O)Nc2cccc3ccccc23)cc1,-5.1,831,·,-5.3%,·,-10.1%,·,19.1%,·,-1.9%

# Just M1AAP inhibition, P. falciparum M17LAP and Lipid droplet cells 6.5 µM, for some of the entries so far:
Structure | M1AAP inhibition | P. falciparum M17LAP | Lipid droplet cells 6.5 µM
O=C(CNC(=O)COc1ccccc1)NCc1ccccc1F | 1.8% | -2.6% | 712
Cc1ccc(C(=O)Nc2cccc3ccccc23)cc1 | · | · | 831

# Continuation.
SMILES,Lipid droplet,Lipid droplet cells 6.5 µM,P. falciparum M17LAP,LYP phosphatase,M1AAP inhibition,HEK293 NOD2/NF-kB,CSM14.1 death rescue,AID2073,XIAP antagonists,Siah-1 displacement
CSc1nccc(NC(=O)c2ccc(C(C)(C)C)cc2)n1,6.2,668,·,-2.0%,·,-31.7%,·,2.0%,·,-4.1%
C#CCOCCOCCOCCNc1nc(N2CCOCC2)nc(N2CCN(C(=O)[C@H](CCC(=O)O)n3cc(C(N)Cc4ccc(O)cc4)nn3)CC2)n1 (stereo partly specified),-1.7,726,4.0%,-7.6%,-1.3%,-8.1%,-1.4%,14.1%,-5.8%,6.9%
C=CCn1c(Cc2csc(N)n2)nnc1SCc1ccc(C(=O)OC)cc1,-13.9,718,-2.8%,-0.2%,0.3%,8.6%,-2.4%,6.2%,-1.5%,6.6%
Cc1ccc(N(C(=O)Cc2cccs2)C(C(=O)NC2CCCCC2)c2ccccn2)cc1C (stereo unspecified),-13.9,659,6.2%,5.2%,5.1%,-4.5%,-1.4%,-8.4%,-6.5%,-4.5%
